NCI-60 one-dose screen, 48 h, at 10 µM unless noted. Numbers give growth in % (100 = growth as untreated, 0 = no growth, -100 = all killed).
HOP-62 = HOP-62 NSCLC; 80,000 tested, 3.9% active
EKVX = EKVX NSCLC; 71,000 tested, 3% active; AID 1794765
A549/ATCC = A549/ATCC NSCLC | 81,000 tested, 3.7% active | AID 1794740
HOP-92 = HOP-92 NSCLC cells | 71,000 tested, 6.3% active | AID 1794738
M14 = M14 melanoma; AID 1794745; 80,000 tested, 6.2% active
CCRF-CEM = CCRF-CEM leukemia | 77,000 tested, 7% active
MDA-MB-435 = MDA-MB-435 melanoma. 82,000 tested, 7.8% active
RPMI-8226 = RPMI-8226 leukemia cells. 77,000 tested, 7.5% active
* = called active by the depositor; / = not tested or not shown. Rule for the calls: active = growth percent below 10; inactive = the rest.

SMILES	HOP-62	EKVX	A549/ATCC	HOP-92	M14	CCRF-CEM	MDA-MB-435	RPMI-8226
O=C(NCCCNc1nccc(-c2c(-c3cccc(F)c3)nc3sccn23)n1)c1ccccc1	107	85	76	108	69	67	37	77
Cc1ccc(C2=NN(c3nc(-c4cc5ccccc5oc4=O)cs3)C(c3ccccc3)C2)cc1 (stereo not drawn)	81	80	100	59	96	83	97	83
O=C1c2cccc3c(-c4ccc5c(c4)ncn5C4CCCCC4)ccc(c23)C(=O)N1CCO	82	76	96	51	106	79	109	66
O=C(Nc1ccccc1Cl)Oc1ccc2ccccc2c1	93	99	95	101	101	114	105	98
Cn1c(=O)c2[nH]c(SCC(=O)Nc3ccc(C(=O)/C=C/c4ccccc4Cl)cc3)nc2n(C)c1=O	90	88	87	65	99	80	92	82
CN(Cc1ccccc1)c1nc(Cl)c(C2CC(c3ccccc3)=NN2c2ccccc2)s1 (stereo not drawn)	85	85	86	86	97	94	98	85
CC(C)=CC(=O)CC(C#N)(C#N)C(C#N)C#N	108	98	101	99	102	90	112	102
O=C(O)C1CCCN1C(=O)c1cccc(Cl)c1 (stereo not drawn)	98	/	97	103	106	/	106	106
O=C1C=CC(=O)N1c1cc(Cl)c(Cl)cc1Cl	100	/	103	107	103	37	106	100
CN(C)CCn1c2ccccc2c2nc3cc(C(F)(F)F)ccc3nc21	39	64	22	/	41	/	40	/
CCCCNC(=S)NNC(=O)c1ccc(OCc2nc3ccc(Cl)cc3[nH]2)cc1	98	76	76	126	103	73	83	65
COc1ccc(CCNC(=O)c2c(C)n([O-])c3ccc(F)cc3[n+]2=O)cc1	101	92	/	69	102	91	113	89
CCc1ccc2c(c1)N(CCO)C1=C(C(=O)OC1)C2c1cccc(Cl)c1 (stereo not drawn)	32	43	27	93	4.4*	10	-57*	20
O=C(NCCN1CCCCC1)n1cc(-c2ccncc2)c(-c2ccc(O)c(Cl)c2)n1	80	104	102	/	103	90	103	/
CNC1=C([N+](=O)[O-])C(c2ccc(OC)cc2)C(C#N)=C(c2cccs2)O1 (stereo not drawn)	100	104	102	125	103	108	108	111
CCCCCCCCCCCCCCCC(=O)NN	104	/	95	91	112	95	108	/
Nc1nonc1-c1nc2ccccc2n1Cc1ccncc1	93	/	98	85	107	106	106	96
C=C1C(=O)O[C@H]2[C@H]1CC/C(C=Nc1c(N)cc(C(F)(F)F)cc1C(F)(F)F)=C\CC[C@@]1(C)O[C@@H]21	21	-36*	12	-40*	-61*	4.1*	-72*	-19*
COc1ccc([C@H]2[C@H](C(=O)Nc3cccc(C)c3)c3ccccc3C(=O)N2c2ccc(OC)cc2)cc1	101	94	75	77	74	115	91	74
CCc1cc2c(cc1C(C)=O)C(C)(C)CC(C)C2(C)C (stereo not drawn)	96	102	95	99	96	100	102	/
CCCC(C)Sc1nc2c([nH]1)c(=S)n(C)c(=O)n2C (stereo not drawn)	106	86	92	87	107	76	90	84
CCn1cc(C(=O)O)c(=O)c2cc(F)c(N3CCN(C(C)C(=O)Nc4ccc(/C(C)=N/OC)cc4)CC3)cc21 (stereo not drawn)	87	94	96	111	87	98	92	99
Clc1nc2ccccc2cc1Cn1nnnc1SCc1ccccc1	77	61	86	12	86	78	93	61
Cc1cc(NCc2cc(Nc3ccnc4cc(Cl)ccc34)ccc2F)nc(N2CCN(C)CC2)n1	6.7*	31	23	45	-73*	-14*	-97*	-24*
COc1ccc(-c2nc(SCC(C)C)nc(N/N=C\c3cccc([N+](=O)[O-])c3)c2C#N)cc1	31	48	25	16	77	81	67	67
Nc1nc2c3ccncc3cc(-c3cccc(Cl)c3)c2c2cnccc12	44	62	28	50	46	20	67	5.6*
CN(C)S(=O)(=O)Oc1ccc(-c2sc3cc(OS(=O)(=O)N(C)C)ccc3c2C(=O)c2ccc(OCCN3CCCCC3)cc2)cc1	50	69	53	28	2.0*	19	79	38
CN(C)CCCOc1cccc2c1C(=O)c1c(OCCCN(C)C)cccc1C2=O	65	96	53	65	99	45	92	62
O=C(O)CCC(=O)/C=C/c1cc(Cl)ccc1O	106	104	107	/	97	110	106	109
CN1CCN(Cc2ccc(NC(=O)c3cncc(C#Cc4nc(N)nc5[nH]ncc45)c3)cc2C(F)(F)F)CC1	122	109	103	78	89	5.4*	81	55
CCOc1nc(-c2ccccc2)cc2c(O)c(C(=O)NC)[nH]c(=O)c12	127	106	108	77	97	98	116	98
Cc1ccc2nc(CN(CCN(Cc3nc4ccc(C)cc4[nH]3)Cc3nc4ccc(C)cc4[nH]3)Cc3nc4ccc(C)cc4[nH]3)[nH]c2c1	-93*	-97*	-89*	-81*	-79*	-62*	-93*	/
CCCn1c(NC(=O)c2cccc(C(N)=O)c2)nc2ccc(CN3CCCCC3)cc21	105	103	100	84	-6.4*	96	93	85
c1ccc2sc(-c3cnn4cccnc34)nc2c1	94	74	112	102	116	104	112	/
O=C(O)/C=C/C(=O)N1CCOCC1	74	92	74	97	92	108	107	106
COc1cc(C2CC(c3cc(Cl)c(C)cc3O)=NN2c2ccc(S(N)(=O)=O)cc2)cc(OC)c1OC (stereo not drawn)	/	17	24	/	-27*	/	21	12
O=C(N/N=C/c1ccccc1Cl)c1ccc([N+](=O)[O-])cc1	98	107	106	109	109	/	102	103
Cc1ccc2c(O)c(O)cc(NC(C)CCCN)c2n1 (stereo not drawn)	/	78	85	84	/	40	114	75
COc1cc(/C=C(/C)C[N+](=O)[O-])ccc1O	103	109	86	98	83	57	105	64
NC1=NNC(=O)C1	87	96	96	/	100	91	108	92
Clc1ccc(NN(Cc2ccncc2)c2ccc(Cl)cc2)cc1	104	60	78	72	99	72	89	67
CC(C)Cc1cc(CNC(=O)CN2CCN(c3ccccc3)CC2)nn1-c1ccccc1	88	94	69	104	99	101	101	94
Cn1cc(C2=N[C@](C)(C(=O)N[C@H](C(=O)NC(C)(CO)C(=O)O)[C@H]3CCCN3)CO2)c2c(O)cc(Cl)cc21 (stereo partly drawn)	92	93	99	91	/	94	101	103
O=C1C(=O)c2ccc(Br)cc2-c2cc(Br)ccc21	76	100	90	/	68	10	20	26
CSc1nc(Nc2ccc(C(C)=O)cc2)c(C#N)c(-c2cccc([N+](=O)[O-])c2)n1	95	91	106	101	97	99	98	97
C=CCN=C1NC(CC(=O)OCC)CS1 (stereo not drawn)	106	102	98	103	99	100	110	100
CCCCCCCNc1nc(C#N)ncc1-c1ccc(C(F)(F)F)cc1	107	/	106	99	98	99	105	98
Cc1ccc(S(=O)(=O)Oc2ccc(Cl)c(C)c2)cc1	91	99	97	76	106	97	101	97
O=S(=O)(Cc1ccc(CS(=O)(=O)c2ccc(Cl)cc2)cc1)c1ccc(Cl)cc1	93	105	109	86	107	105	109	109
CC(C)(Cl)C1CC=C(CC(Cl)(Cl)Cl)CC1 (stereo not drawn)	104	109	102	104	111	106	111	102

Additional entries follow.
SMILES	HOP-62	EKVX	A549/ATCC	HOP-92	M14	CCRF-CEM	MDA-MB-435	RPMI-8226
CC1=C([Se]CC(OC(=O)[C@@H](CSSC(C)(C)C)NC(=O)OC(C)(C)C)C(=O)NC(C)(C)C)C(=O)c2ccccc2C1=O (stereo partly drawn)	-51*	-74*	2.0*	-72*	-85*	-22*	-91*	/
CCOC(=O)C(CC(=O)c1ccc2c(c1)OCO2)Cc1cc(OC)c(OC)c(OC)c1 (stereo not drawn)	95	97	100	93	101	104	105	97
O=C(NCn1c(=O)[nH]c2ccccc2c1=O)N1CCN(C(=O)NCn2c(=O)[nH]c3ccccc3c2=O)CC1	86	90	102	98	100	111	101	112
Fc1ccc(CSc2nnc(-c3ccc(Cl)cc3)n2-c2ccccc2)cc1	108	84	86	76	92	87	99	84
C/C=C\c1ccc(OCc2ccccc2)c(OC)c1	105	108	100	/	110	96	87	103
COc1cccc(-c2nc3sccn3c2-c2ccnc(NCCN3CCCN(C)S3(=O)=O)n2)c1	111	103	92	/	29	63	58	103
S=C1CC2CCCC(C2)N1 (stereo not drawn)	/	93	98	97	107	86	104	/
N#CC1(N)c2ccccc2-c2ccccc21	106	106	102	95	107	107	109	107
CC(=O)Nc1cccc(Oc2ncccc2[N+](=O)[O-])c1	111	113	105	/	116	101	113	112
Cc1nn2c(-c3nc4cc(Cl)c(F)cc4[nH]3)c(-c3ccccc3)nc2s1	107	/	79	92	97	96	97	87
Cc1cccc(C(=O)O)c1	101	107	112	93	/	95	108	102
CC(=O)Nc1ccc([I+]c2ccc([N+](=O)[O-])cc2)cc1	96	89	99	90	83	89	109	93
O=C1CSC(=S)N1/N=C/c1c(F)cccc1Cl	93	101	98	100	114	106	103	101
CC1=NC(C(=O)O)CC1 (stereo not drawn)	73	99	88	100	87	96	101	87
COc1ccc(OCC(O)CN2CCN(c3ccccc3C)CC2)cc1 (stereo not drawn)	121	108	96	68	97	102	119	83
Cc1cc(C)c(C#CC(=O)O)c(C)c1C	74	97	64	95	81	104	101	99
CC(=O)c1ccc(-n2cc(CN3CCN(c4cc5c(cc4F)c(=O)c(C(=O)O)cn5C4CC4)CC3)nn2)cc1	79	89	90	80	90	111	96	48
C[C@H](C(=O)N[C@@H](Cc1ccc(-c2ccc(S(=O)(=O)O)cc2)cc1)C(=O)NC1CC(C)(C)NC(C)(C)C1)c1ccc(-c2ccccc2)c(F)c1	98	106	78	101	99	102	107	103
Nc1cc(N)ncn1	112	102	103	96	97	99	102	105
COc1ccc(-n2ncn(CCCCCCn3cnn(-c4ccc(OC)cc4)c3=O)c2=O)cc1	89	86	97	89	97	88	102	78
NS(=O)(=O)c1ccc(Nc2nc(SCC(=O)c3ccccc3)nc3ccccc23)cc1	83	91	85	79	78	69	63	84
CCCCC/C=C\C/C=C/CCCCCCCC1=NC(C)(CO)CO1 (stereo not drawn)	83	/	94	/	96	/	102	88
CC(C)CC(Br)C(=O)NCC(=O)NC(Cc1ccccc1)C(=O)O (stereo not drawn)	108	/	/	103	104	/	93	96
O=C(CCCCCN1CC(=O)N2[C@@H](c3ccc(Br)cc3)c3[nH]c4ccccc4c3C[C@H]2C1=O)NO	72	87	111	93	84	56	88	57
O=C1NC(c2ccccc2)(c2ccccc2)C(=O)N1CCN1C(=O)c2ccccc2C1=O	90	91	103	/	96	112	99	/
Cc1ccc(-c2nc3sc(C)nn3c2-c2nc3ccc(Cl)cc3[nH]2)cc1	119	/	76	56	81	74	96	60
Cc1ccc(NC(=S)NC(=O)c2cccs2)cc1	108	106	101	97	100	93	103	92
COc1cc2ccc(CC#N)cc2cc1OC	96	58	93	102	107	114	103	94
Cc1ccc(NC(=O)COC(=O)c2ccc(S(=O)(=O)N3CCCCCC3)cc2)cc1	96	111	97	/	126	135	107	98
O=c1[nH][nH]c(=O)c2c1[nH]c(=S)n2Cc1ccccc1	99	96	112	98	109	104	99	115

Structures listed so far that have an NH in an aromatic ring, in the order listed:
SMILES	HOP-62	EKVX	A549/ATCC	HOP-92	M14	CCRF-CEM	MDA-MB-435	RPMI-8226
Cn1c(=O)c2[nH]c(SCC(=O)Nc3ccc(C(=O)/C=C/c4ccccc4Cl)cc3)nc2n(C)c1=O	90	88	87	65	99	80	92	82
CCCCNC(=S)NNC(=O)c1ccc(OCc2nc3ccc(Cl)cc3[nH]2)cc1	98	76	76	126	103	73	83	65
CCCC(C)Sc1nc2c([nH]1)c(=S)n(C)c(=O)n2C (stereo not drawn)	106	86	92	87	107	76	90	84
CN1CCN(Cc2ccc(NC(=O)c3cncc(C#Cc4nc(N)nc5[nH]ncc45)c3)cc2C(F)(F)F)CC1	122	109	103	78	89	5.4*	81	55
CCOc1nc(-c2ccccc2)cc2c(O)c(C(=O)NC)[nH]c(=O)c12	127	106	108	77	97	98	116	98
Cc1ccc2nc(CN(CCN(Cc3nc4ccc(C)cc4[nH]3)Cc3nc4ccc(C)cc4[nH]3)Cc3nc4ccc(C)cc4[nH]3)[nH]c2c1	-93*	-97*	-89*	-81*	-79*	-62*	-93*	/
O=C(NCn1c(=O)[nH]c2ccccc2c1=O)N1CCN(C(=O)NCn2c(=O)[nH]c3ccccc3c2=O)CC1	86	90	102	98	100	111	101	112
Cc1nn2c(-c3nc4cc(Cl)c(F)cc4[nH]3)c(-c3ccccc3)nc2s1	107	/	79	92	97	96	97	87
O=C(CCCCCN1CC(=O)N2[C@@H](c3ccc(Br)cc3)c3[nH]c4ccccc4c3C[C@H]2C1=O)NO	72	87	111	93	84	56	88	57
Cc1ccc(-c2nc3sc(C)nn3c2-c2nc3ccc(Cl)cc3[nH]2)cc1	119	/	76	56	81	74	96	60
O=c1[nH][nH]c(=O)c2c1[nH]c(=S)n2Cc1ccccc1	99	96	112	98	109	104	99	115

(list continues)
SMILES	HOP-62	EKVX	A549/ATCC	HOP-92	M14	CCRF-CEM	MDA-MB-435	RPMI-8226
COC(=O)CC1(CC(=O)OC)OCCO1	100	/	105	/	100	/	106	104
CC1(C)NC(=O)NC1=O	106	110	102	131	99	/	108	120
O=S(=O)(Nc1ccccc1)N1CCCCC1	118	126	89	93	100	106	125	109
O=C(/C=C/C12c3ccccc3C(c3ccccc31)C1C(=O)NC(=O)C12)c1ccco1 (stereo not drawn)	18	56	55	24	47	-5.5*	0.6*	-7.2*
COc1ccc(/C=C/C(=O)c2cc3c(N)c(C(=O)Nc4ccccc4C)sc3nc2C)cc1	33	43	20	79	3.3*	16	-40*	-7.3*
Nc1nc2c(c3ncncc13)C(c1cccc(C(F)(F)F)c1)Cc1ncncc1-2 (stereo not drawn)	/	48	40	46	11	13	-25*	27
COc1cccc(C(=O)Nc2ccc(CN3CCc4nc5cc(OC)c(OC)cc5cc43)cc2)c1	81	/	36	/	38	29	40	40
O=C(O)/C=C/c1ccccc1[N+](=O)[O-]	107	110	100	92	112	85	113	107
COc1ccc2c(ccc[n+]2CC(=O)c2ccccc2)c1	97	101	80	95	96	90	111	101
O=CNC(C=O)C(O)C(O)C(O)CO (stereo not drawn)	100	/	100	93	108	/	99	109
COc1ccc(CC(C)=C(c2ccc(OCCN3CCCCC3)cc2)c2ccc(OCCN3CCCCC3)cc2)cc1	103	93	96	77	102	84	100	91
COC(OC)c1ccccc1	99	103	103	80	101	119	102	121

Assay outcomes from PubChem BioAssay.
